Screens: PubChem BioAssay, several laboratories
E coli growth – reduces bacterial viability in AddAB counter-screen; AID 449728; 330,000 tested, 0.27% active; inhibition, % at 11.9 µM; E. coli V3065 growth, OD600 absorbance, 18 h;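 active means inhibition above the campaign's mean inhibition across all tested compounds plus 3 SD, cut at about 9.9% in these data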;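 further: uninfected addAB+ strain grown without phage in ampicillin broth; 0% = DMSO wells and 100% = ciprofloxacin 0.95 µg/ml wells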
Tat transport – E. coli Tat transport inhibition; E. coli MC4100 TorA-mCherry Tat export, fluorescence; 340,000 tested, 0.036% active; AID 488895; inhibition, % at 10 µM;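 active means mean replicate inhibition at least 50% and at least half of replicates individually reaching 50%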;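 further: exported cargo escapes ClpAP degradation while cytoplasmic cargo is degraded and loses fluorescence; 0% = median of neutral control wells and 100% = median of NaSCN control wells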
PfHsp90 set2 – growth inhibition of yeast expressing Plasmodium Hsp90. S. cerevisiae expressing PfHsp90, BacTiter-Glo ATP, 48 h; yeast lacking PDR1 and PDR3 efflux regulators. inhibition, % at 9.4 µM. 310,000 tested, 0.32% active. AID 504621;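 active means every replicate shows inhibition above about 80%, whatever the replicate mean, limit read from the data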;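 further: 0% = DMSO neutral controls and 100% = 20 µM radicicol positive controls; yeast relying on Plasmodium falciparum Hsp90 in place of its own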
Wnt act – Wnt/beta-catenin pathway activation | Wnt/beta-catenin reporter cell assay, activator, plate reader | activation, % at 9.35 µM | 300,000 tested, 1.2% active; in the data active means activation above about 30%, passing the limit was not always enough;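 further: 0% = neutral control wells and 100% = positive control wells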
AddAB inh – less growth of phage-infected E. coli with AddAB; inhibition, % at 11.9 µM; 330,000 tested, 0.29% active; E. coli expressing H. pylori AddAB, absorbance growth; AID 435030; in the data active means inhibition above about 12%;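 further: 0% = vehicle wells of infected cells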
CAL PDZ inh – inhibitors of human CAL PDZ peptide binding | Q9HD26 | purified CAL PDZ, TMR-peptide fluorescence polarization, 1 h | inhibition, % at 20 µM | 330,000 tested, 0.02% active | AID 504414;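 active means highest replicate inhibition of at least 40%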;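 further: plate controls were DMSO neutral control wells for no effect and unlabeled competitor peptide control wells for full effect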
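System: purified tagged CAL PDZ domain construct (CerCALP). Schedule: 1 h incubation at room temperature before polarization reading. Medium: 25 mM sodium phosphate pH 7.4, 150 mM NaCl, TCEP, IgG, Thesit. Read-out: percent inhibition from loss of millipolarization. Measured by: FP readout, S and P plane fluorescence. Probe or stimulus: fluorescent TMR peptide probe.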
DAGLB inhibitor – diacylglycerol lipase beta (human) inhibition | Q8NCG7 | HEK293T DAGLB membrane lysate, EnzChek fluorogenic substrate | inhibition, % at 5.17 µM | 340,000 tested, 0.059% active; in the data active means inhibition above about 34%;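 further: 0% = enzyme with vehicle and 100% = wells lacking enzyme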
Target sequence (Q8NCG7 whole entry, looked up): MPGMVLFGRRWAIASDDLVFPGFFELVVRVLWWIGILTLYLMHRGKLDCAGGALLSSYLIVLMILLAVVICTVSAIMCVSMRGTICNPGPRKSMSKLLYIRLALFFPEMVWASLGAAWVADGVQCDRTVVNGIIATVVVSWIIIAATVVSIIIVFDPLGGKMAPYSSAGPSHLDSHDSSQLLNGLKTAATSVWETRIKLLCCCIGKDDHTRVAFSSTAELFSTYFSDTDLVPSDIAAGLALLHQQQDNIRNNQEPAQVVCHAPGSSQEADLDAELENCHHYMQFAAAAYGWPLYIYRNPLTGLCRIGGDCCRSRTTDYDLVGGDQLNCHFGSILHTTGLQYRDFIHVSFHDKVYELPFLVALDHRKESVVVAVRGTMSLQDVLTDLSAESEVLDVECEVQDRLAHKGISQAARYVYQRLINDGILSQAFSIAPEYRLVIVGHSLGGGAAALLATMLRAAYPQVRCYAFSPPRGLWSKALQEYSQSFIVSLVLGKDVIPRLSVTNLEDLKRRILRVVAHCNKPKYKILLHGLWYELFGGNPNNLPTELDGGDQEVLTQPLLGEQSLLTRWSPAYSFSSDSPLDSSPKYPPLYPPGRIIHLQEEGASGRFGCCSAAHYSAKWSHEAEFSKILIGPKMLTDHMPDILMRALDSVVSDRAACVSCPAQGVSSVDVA
Rtt109 HAT inh – inhibitors of Candida albicans Rtt109/Vps75 histone acetyltransferase; Q5AAJ8; purified Rtt109/Vps75, ThioGlo CoA-SH fluorescence, 4 h; inhibition, % at 34.9 µM; 330,000 tested, 0.16% active;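 active means inhibition of at least 50% in every replicate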
phage Ecoli inh – E. coli growth loss with phage present; growth absorbance; inhibition, % at 11.9 µM; 360,000 tested, 0.26% active; AID 651602; in the data active means inhibition above about 11%
PvdQ acylase – P. aeruginosa PvdQ acylase inhibition. 340,000 tested, 0.063% active. purified PvdQ acylase, fluorescence plate reader. inhibition, % at 10 µM; in the data active means inhibition above about 30%, passing the limit was not always enough;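 further: 0% = vehicle neutral wells and 100% = reference inhibitor wells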
* marks the source's active call; other numbers are inactive results; x = no result given.

structure	E coli growth	Tat transport	PfHsp90 set2	Wnt act	AddAB inh	CAL PDZ inh	DAGLB inhibitor	Rtt109 HAT inh	phage Ecoli inh	PvdQ acylase
O=C(C1=NN(c2ccccc2)C2C(=O)N(c3ccccc3Cl)C(=O)C12)c1ccccc1 (configuration not stated)	-1.6	4	-125	x	2.6	-0.3	-2	-11	3.9	-10
O=S(=O)(c1ccc2nc(COc3ccc(Cl)cc3Cl)[nH]c2c1)N1CCOCC1	4.2	8	9	1	5.4	-3.2	-6	x	4.3	9
CCOc1ccc(-c2nnc3ccc(SCC(=O)Nc4nc5ccccc5s4)nn23)cc1	0.6	0	-12	-2	2.9	-6.6	4	-24	2.4	-25
CCn1ncc(C(=O)Nc2ccccc2C)c1C	2.2	2	-13	x	2.8	-1.6	-1	-6	1.5	-10
O=C/C(=C\Nc1ccc(Br)cc1)c1nc2ccccc2o1	2.5	2	17	-2	0.3	-0.8	-4	-9	4.7	-6
COc1cc(/C=N/n2nnnc2N)ccc1OCc1c(C)no[n+]1[O-]	-0.2	-5	-9	2	-0.2	-2.0	0	14	3.0	-1
CC(=O)c1ccc(NC(=O)Nc2ccc(NS(=O)(=O)c3ccc(C)cc3)cc2)cc1	-0.1	6	2	-2	1.2	-1.8	2	5	2.0	0
O=C(N/N=C/C(Cl)=C/c1ccc([N+](=O)[O-])cc1)C(=O)Nc1ccccc1C(=O)O	1.1	6	9	2	-1.8	-1.8	3	-2	0.0	-12
CCS(=O)(=O)N1CCC(C(=O)NC2CCCCC2)CC1	2.1	1	x	0	5.4	-1.0	3	2	2.3	8
CS(=O)(=O)N(CC(=O)N/N=C/c1cccs1)c1cccc(Cl)c1Cl	1.9	10	-7	-1	4.6	-1.7	2	-7	1.5	-6
O=C(NCC1CCCO1)c1cccc(NC(=O)c2cccs2)c1 (configuration not stated)	-1.7	2	-12	0	-0.1	-1.2	0	-7	1.5	-6
O=C(CCC(=O)Nc1ccc(F)cc1)N/N=C/c1cccs1	-0.5	-2	15	-2	2.1	-0.9	1	-1	1.6	-8
CCN(c1ccccc1)S(=O)(=O)c1ccc(Cl)c(NC(=O)CSc2ncn[nH]2)c1	-1.7	-3	0	-2	2.4	-1.6	-3	0	2.2	-32
CN(CCCNC(=O)C1CCN(S(=O)(=O)N2CCC3(CC2)OCCO3)CC1)Cc1ccccc1	-0.7	-5	25	2	2.3	-2.0	-1	0	0.8	-4
Cc1cc(O)c(/C=N/Nc2ccc(Cl)cc2)c(=O)o1	2.1	-4	44	x	4.0	-2.1	-1	2	2.3	-14
CC(C)(C)n1nc2c(c1NC(=O)COc1ccccc1F)CS(=O)(=O)C2	2.3	0	x	0	0.0	-0.4	-1	-1	-0.1	-6
N#Cc1ccc(C(=O)Nc2ccc3ccccc3c2)cc1	0.1	-8	-3	29	3.6	-2.7	-2	x	0.0	6
CC1CCCC(N2CCN(C(=O)c3ccc([N+](=O)[O-])cc3)CC2)C1 (configuration not stated)	x	-4	5	0	x	-0.8	-3	-2	1.4	2
COc1ccc(-c2cc(C(=O)n3cnc4ccccc43)c3ccccc3n2)cc1	-4.4	-1	5	-2	1.2	0.1	-2	-3	0.3	-7
Cc1ccc2nc(Br)c3c(c2c1)OC(CBr)C3 (configuration not stated)	-1.7	4	16	0	1.1	-1.1	-4	-2	4.4	7
O=C(Cc1cc(=O)[nH][nH]1)N/N=C/c1c(F)cccc1Cl	-0.2	-5	12	2	-1.0	-0.6	8	x	5.2	-13
COc1ccc(C2CC(c3ccc(OC)cc3O)=NN2C(=O)c2ccccc2)cc1 (configuration not stated)	-1.9	5	-1	-4	-2.0	-0.5	-1	0	2.2	-13
O=C(COc1ccccc1)N1CCN=C1c1ccccc1	-0.1	13	x	-2	1.6	x	3	-15	0.8	-7
O=C(C1CCC(CNS(=O)(=O)c2cccc3cccnc23)CC1)N1CCCC1 (configuration not stated)	-1.8	3	-15	-1	3.7	-0.4	-1	-7	1.5	-15
O=S(CCc1ccncc1)Cc1ccccc1 (configuration not stated)	-2.4	-1	-8	x	0.8	x	3	0	2.8	-6
CCOc1ccc2nc(NC(=O)Cc3cccs3)sc2c1	1.8	11	-5	1	3.6	-1.8	-11	0	x	13
O=C(CSc1nnc2scc(-c3ccccc3)n12)N1CCN(Cc2ccccc2)CC1	-1.0	2	-28	x	0.6	x	0	-2	2.2	-24
COc1cccc(/C=C/C(=O)NCc2ccc(S(N)(=O)=O)cc2)c1	-1.6	0	3	2	-1.0	-1.1	2	2	0.0	-18
CCCCSc1ncnc2c1ncn2C1CCCCO1 (configuration not stated)	x	1	12	52*	x	0.3	-4	24	0.5	4
Cn1c(=O)c2c(ncn2CC(=O)N2CCN(S(=O)(=O)c3ccccc3)CC2)n(C)c1=O	-0.3	-6	-16	1	4.6	0.2	0	9	1.2	9
COc1ccccc1N1CCN(C(CNS(=O)(=O)c2ccc(C)cc2)c2cccnc2)CC1 (configuration not stated)	0.5	-7	-12	x	-0.2	-0.7	1	18	1.6	-11
Nc1cc(C(=O)O)c(Oc2ccc(Cl)cc2Cl)cc1C(=O)O	-0.1	-4	1	-4	1.8	0.3	1	-67	0.9	-9
Cc1cc(=O)[nH]c(N/N=C/c2ccccc2C(F)(F)F)n1	-1.2	0	-19	0	1.8	-0.5	0	-13	1.5	-7
CCn1c(=O)c2c(n3cnnc13)-c1ccccc1CC21CCCCC1	-1.1	-6	-12	x	4.1	0.4	-2	-2	-0.8	4
COc1cc(C(=O)Nc2ccc3c(c2)Cc2cc(NC(=O)c4cc(OC)c(OC)c(OC)c4)ccc2-3)cc(OC)c1OC	-1.7	-7	-18	-6	2.4	0.5	1	-12	1.7	-9
Cc1ccc(CNC(=O)/C=C/C(=O)O)cc1	0.9	2	5	-1	2.0	-0.5	-1	-4	5.0	-11
O=C(NC1CC1)[C@@H]1CSC2c3ccccc3C(=O)N21 (some centres not stated)	1.5	-7	7	-1	2.9	-1.1	0	-6	1.8	5
COc1ccccc1OCCC(=O)OCC(=O)NC(=O)NC(C)(C)C	-2.9	-3	7	x	0.5	-1.3	-2	-1	-0.2	-11
CCOc1cc(NC(=O)c2ccco2)c(OCC)cc1NC(=O)COc1ccccc1	-1.3	-5	-3	x	4.6	-0.1	-4	-5	1.0	-13
CCOC(=O)c1ccc(CSc2nncn2N)o1	-0.6	14	x	-3	3.3	-2.1	-4	24	2.5	8
Cc1ccc(-c2nc(-c3nccc4ccccc34)oc2-c2ccccc2)cc1	0.2	-6	7	20	-2.4	-0.9	-11	-20	3.0	-48
Brc1ccc(-c2csc(Nc3nc(-c4ccc(Br)cc4)cs3)n2)cc1	-0.6	-1	-8	-4	-1.3	1.5	-2	-4	1.3	13
O=C(NC1CCCC1)c1cc2nc(-c3ccco3)cc(C(F)(F)F)n2n1	-1.9	10	-12	-1	0.2	-2.6	-2	-10	2.0	-8
COc1ccc(CC(=O)NCCN2CCCC2)cc1	4.2	17	1	x	4.7	-0.4	0	-30	1.1	-3
O=C(O)c1ccc(F)c(S(=O)(=O)Nc2ccccc2)c1	2.7	-11	x	-5	0.2	-2.9	1	-3	0.9	-6
COC(=O)c1nnn(-c2nonc2N)c1-c1cccs1	1.6	-6	14	-4	1.9	0.3	2	5	2.7	9
Cc1ccc(N(Cc2cc3cc(C)ccc3[nH]c2=O)C(=O)c2cccs2)cc1	-1.6	-11	8	-1	-1.5	0.2	1	-1	1.6	-12
CC(C)(C)NC(=O)C(c1ccc(F)cc1)N(Cc1cccs1)C(=O)c1ccc(CN2CCOCC2)o1 (configuration not stated)	0.3	1	-21	-1	1.2	-19	-1	-13	3.6	13
COC(=O)/C(=C(O)\C=C\c1ccccc1[N+](=O)[O-])c1nc2ccccc2[nH]1	-2.8	18	28	0	0.2	0.0	4	-7	-1.1	-9
O=C(NC1CCC(O)CC1)c1cc(Cl)c2c(c1)OCCO2 (configuration not stated)	-1.8	-6	x	-1	-0.4	-0.9	0	-1	-0.1	-1
CCc1c(C)nc2ncnn2c1N1CCC(C(=O)NCc2cccs2)CC1	2.2	2	6	0	-0.2	-2.2	1	-14	-0.6	-11
